Screens deposited in PubChem by National Center for Advancing Translational Sciences (NCATS).
aSyn tox rescue – qHTS of alpha-syn Inhibitors: NCGC Sytravon Library Screen; hit rate 0.02% among 94,000; AID 1347070, 2019; Potency, µM (doses to about 46.1 µM), without a hit: top-dose growth rescue (activation), hits mostly activators; S. cerevisiae alpha-synuclein toxicity rescue, BacTiter-Glo growth, 24 h; active = well fitted activation curve with a large enough effect; inconclusive = small, poorly fitted or top-dose-only effect; also: 0% is about no effect
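Growth restoration measured by BacTiter-Glo luminescence after 24 hr at 30 deg C; alpha-synuclein yeast, raffinose-pregrown to mid-log, were added at OD600=0.02 in galactose medium onto pinned compounds.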
An asterisk follows results filed as active; ? = inconclusive; & = joins results of further samples; [ ] = dose if it differs, or a comment. Potency is read from the fitted curve at half-maximal effect.

SMILES	aSyn tox rescue
COc1ccc(CC(=O)Nc2ccc(N3CCCCC3)cc2)cc1	-10.4%
O=C(CSCc1ccc(F)cc1)N1CCN(c2ccccc2)CC1	5.3%
CCOc1ccccc1N1CC(c2nc3ccccc3n2CCCOc2ccccc2OC)CC1=O (stereo unspecified)	-1.1%
Cc1ccc(C)c(NC(=O)CSc2nc(-c3ccccc3)cc(=O)[nH]2)c1	0.5%
CCCCn1c(SCC(=O)c2ccc(O)cc2O)nc2cc(S(N)(=O)=O)ccc21	-9.8%
O=C(CN(C(=O)CNC(=O)c1ccco1)c1ccc(F)cc1)NC1CCCC1	-10.7%
COCOCCn1cc(CN2CCS(=O)(=O)N(Cc3ccc(-c4ccc(C)cc4)cc3)C(CC(C)C)C2=O)nn1 (stereo unspecified)	-5.0%
COc1ccc(S(N)(=O)=O)cc1C(=O)NCC(C)(C)N1CCOCC1	-1.3%
O=C(O)c1ccc(S(=O)(=O)N2CCOCC2)o1	-6.6%
NS(=O)(=O)c1cnccc1Oc1cccc(Cl)c1	-2.1%
COCCCn1c(=O)c2ccccc2n(CC(=O)Nc2ccc3c(c2)OCCO3)c1=O	-4.7%
CC(C)Oc1ccc(CNC(=O)Cn2c(-c3cccs3)cc3ccccc32)cc1	7.8%
CC1(C)CC(=O)C=C(c2ccc(-c3ccc(S(C)(=O)=O)cc3)cc2)C1=O	-36.6%[inhibitor]
Cc1ccc2c(c1)-c1c(c(C(=O)N3CCN(c4cc(Cl)ccc4C)CC3)nn1C)CS2	6.7%
O=c1oc2ccccc2n1CCCOc1ccccc1	0.8%
CCC(CC)C(=O)Nc1ccc(OCc2cc(=O)n3ccsc3n2)cc1	?
COc1ccccc1CCNC(=O)c1cccn1-c1nnc(N2CCCC2)s1	-7.5%
O=C(Nc1ccc(NC(=O)c2ccco2)c(Cl)c1)c1ccc2c(c1)OCCO2	4.6%
COc1cc2[nH]c(=O)n(CCCC(=O)NCc3ccccc3Cl)c(=O)c2cc1OC	-6.7%
COc1ccccc1NC(=O)N1CCN(CCc2ccccc2)CC1	-5.3%
COc1ccc(-n2ncc(C(=O)Nc3ccc4c(c3)OCO4)c2C2CCN(C(=O)OC(C)(C)C)CC2)cc1	-15.5%
CCOc1ccc(NC(=O)CSc2nc(-c3cccc(Cl)c3)nc3c2Cc2c(CO)cnc(C)c2O3)cc1	0.2%
OCC(O)C(O)C(O)C(O)c1nc2ccccc2[nH]1 (stereo unspecified)	8.7%
C=CCc1ccccc1OCc1nc2ccc(C)cc2[nH]1	7.1%
O=C(Nc1ccccc1F)C(Cc1ccccc1)N1Cc2ccccc2C1=O (stereo unspecified)	2.5%
CC(NC(=O)CCNC(=O)c1ccc(Br)cc1)c1ccc(S(N)(=O)=O)cc1 (stereo unspecified)	0.8%
O=C(CCNS(=O)(=O)c1ccccc1)OCc1ccc([N+](=O)[O-])cc1	11.3%
COC(=O)c1ccccc1S(=O)(=O)N1CCC(C(=O)OCC(=O)c2ccccc2OC)CC1	0.1%
CCn1cc(S(=O)(=O)CC(=O)Nc2cccc(C)c2)c2ccccc21	5.6%
CC1(C)Cc2cccc(OCC(=O)NCCc3ccccc3)c2O1	15.1%
COc1ccc(-c2cc(C(F)(F)F)nc(S(=O)(=O)CCCC(=O)Nc3ccccc3C(F)(F)F)n2)cc1OC	-6.0%
O=[N+]([O-])c1cc(-c2n(-c3ccccn3)c3ccccc3[n+]2-c2ccccn2)ccc1Cl	-9.4%
CC(=O)Nc1ccc2nc(NC(=O)COc3ccc([N+](=O)[O-])cc3)sc2c1	-2.4%
CC1(C)C[C@H]2C3=CCC4[C@@]5(C)CC[C@H](O)[C@](C)(CO)C5CC[C@@]4(C)[C@]3(C)C[C@@H](O)[C@@]2(CO)[C@@H](O)[C@@H]1O (stereo partly specified)	1.7%
O=C(C1CCCCC1)N1C[C@H](n2cc(-c3ccc(F)cc3)nn2)[C@@H](O)C[C@@H]1c1ccc(Cl)cc1	-0.6%
COCCNc1oc(/C=C/c2cccs2)nc1S(=O)(=O)c1ccccc1	4.0%
COc1cc(NC(=O)c2cccc(Cl)c2Cl)ccc1NC(=O)c1cc2ccccc2o1	-9.0%
COc1cc(C(=O)NCC(c2cccs2)N2CCOCC2)ccc1OCc1ccccc1 (stereo unspecified)	-6.0%
O=C(Cn1nnc2sc3c(c2c1=O)CCCC3)Nc1ccc(F)c(Cl)c1	-13.7%
O=C(C[n+]1cccc2ccccc21)c1ccc([N+](=O)[O-])cc1	-1.8%
O=C(CCNC(=O)c1ccc([N+](=O)[O-])cc1)NC1CCCc2ccccc21 (stereo unspecified)	0.0%
Cc1ccc(CNC(=O)CN(C(=O)C2(C)CC(=O)N=C3C=CC=CN32)c2cc(C)ccc2C)cc1 (stereo unspecified)	-5.3%
COc1cc(NC(=O)CSc2nnc(C)n3c2cc2oc(C)cc23)cc(OC)c1	7.2%
CCC/C=C/c1ccc(CN2C(C)C(=O)N(Cc3cn(CC4CCCCC4)nn3)CCS2(=O)=O)cc1 (stereo unspecified)	10.4%
CCCSc1oc(-c2cccs2)nc1S(=O)(=O)c1ccc(Cl)cc1	19.5%
CCCC1CC(C)(C(=O)Cn2[nH]c(=O)ccc2=O)OC1=O (stereo unspecified)	-6.4%
COC(=O)c1c(NC(=O)CS(=O)(=O)c2ccc(C)cc2)sc2c1CCCCC2	16.2%
O=C(NCCCN1CCN(c2cccc(Cl)c2)CC1)c1sc2ncccc2c1-n1cccc1	14.8%
COC(=O)c1ccccc1NC(=O)c1cc2c(s1)-c1ccccc1OC2	-9.7%
C/C(N)=C(/C#N)C(=O)COC(=O)C1CSC2(c3ccc(F)cc3)CCC(=O)N12 (stereo unspecified)	-0.7%
COc1ccc2c(C)c(CCC(=O)NCc3ccc(Cl)cc3)c(=O)oc2c1C	-7.1%
CCOC(=O)c1ccc(Nc2ncnc3c2cnn3-c2cccc(Cl)c2)cc1	-0.2%
COc1cccc(N2CCN(C(=O)c3ccc4nc(N5CCC(C)CC5)sc4c3)CC2)c1	3.3%
Cc1cc(C)c(NC(=O)Nc2ccccc2C)c(Cl)c1	8.0%
COc1cccc(NC2=C(Cl)C(=O)OC2OC(=O)c2ccco2)c1 (stereo unspecified)	-3.2%
CCOc1ccc(NC(=O)Cn2cc(C(=O)c3ccc(F)cc3)c(=O)c3cc4c(cc32)OCCO4)cc1	-4.8%
Cc1ccc(Cn2c(=O)n(-c3cc(C)cc(C)c3)c(=O)c3oc4ccccc4c32)cc1	-13.1%
O=C(c1ccc(F)cc1)N1CCC(C(=O)N2CCN(S(=O)(=O)c3cccc(Cl)c3)CC2)CC1	0.5%
CSc1cccc(Nc2nc3c(S(=O)(=O)c4ccccc4)nnn3c3ccc(Cl)cc23)c1	-5.0%
CCc1ccc(NC(=O)CSc2nc(-c3ccc(C)cc3)nc3c2Cc2c(CO)cnc(C)c2O3)cc1	-10.7%

Next part.
SMILES	aSyn tox rescue
Cc1ccc(OCc2cc(=O)n3cc(C)sc3n2)c(NC(=O)c2ccco2)c1	-1.8%
Cc1ccc(CNC(=O)C(C)n2c(=O)cc(C(F)(F)F)c3c(C)nn(C)c32)cc1 (stereo unspecified)	5.0%
O=C(NCCCn1ccnc1)C(=O)NCC1OCCN1S(=O)(=O)c1cc(F)ccc1F (stereo unspecified)	5.7%
Cc1ccc(S(=O)(=O)NCCC(=O)N2CCCCCC2)cc1	2.4%
COc1ccc(NC(=O)c2ccc(NC(=O)CCS(=O)(=O)c3cccs3)cc2)cc1Cl	2.3%
O=C(NC1CCCC1)c1ccc2c(c1)N(Cc1ccccc1F)C(=O)c1ccccc1S2	8.8%
CCNC(=O)NC(=O)COC(=O)c1cccc(S(=O)(=O)N2CC3(C)CC2CC(C)(C)C3)c1 (stereo unspecified)	3.2%
Cc1ccc(C(=O)COc2ccc3ccc(=O)oc3c2)cc1	5.4%
O=C(c1ccc2c(c1)N(Cc1ccccc1Cl)C(=O)c1ccccc1S2)N1CCCC1	0.7%
CC(NC(=O)NC1CCCCC1)C(c1cccs1)N1CCN(C)CC1 (stereo unspecified)	9.7%
O=C(Nc1ccccc1)c1ccc(Cl)c(S(=O)(=O)Nc2ccccc2)c1	3.7%
COc1ccc(CNC(=O)c2cn(-c3cccc(OC)c3)c(=O)c3ccccc23)cc1	5.4%
COC(=O)c1cccc(NC(=S)NCc2ccco2)c1	-15.5%
Cc1ccc2cccc(CC(=O)NN)c2c1	3.7%
Cc1ccc(N(C)C(=O)c2ccc3c(Cl)c4c(nc3c2)CCC4)cc1C	-6.4%
Cc1cc(Nc2cccc(Cl)c2)nc2ccc(NC(=O)Cc3ccc(Cl)cc3)cc12	-14.5%
CC(C)(C)Cc1c(-c2ccc(Br)cc2)nc2ccc(Cl)cn12	-21.1%
Cc1cccc(C)c1NC(=O)c1nc(S(C)(=O)=O)ncc1N(Cc1ccc(F)cc1)Cc1ccco1	5.6%
O=C(C(=O)N1CCc2ccccc2C1)c1cn(CC(=O)N2CCCC2)c2ccccc12	-4.1%
CC(=O)N1c2ccc(S(=O)(=O)NCCC(=O)Nc3ccc(C)cc3Br)cc2CC1C (stereo unspecified)	1.9%

Two records picked at random from those above, as already listed:
SMILES	aSyn tox rescue
Cc1ccc(CNC(=O)C(C)n2c(=O)cc(C(F)(F)F)c3c(C)nn(C)c32)cc1 (stereo unspecified)	5.0%
Cc1ccc(S(=O)(=O)NCCC(=O)N2CCCCCC2)cc1	2.4%

(further entries)
SMILES	aSyn tox rescue
CCOCC(=O)Nc1ccc([N+](=O)[O-])cc1C	-12.7%
Cc1ccc(CSCC(=O)N(C)CC(=O)Nc2ccccc2Cl)cc1	3.5%
Cc1cc(C)cc(NC(=O)Cn2cc(C(=O)c3ccccc3)c(=O)c3ccc(C)nc32)c1	-5.7%
O=C(c1nn(-c2ccccc2)c(=O)c2ccccc12)N1CCN(c2ncccn2)CC1	-1.0%
CCN(CC)CCNC(=O)c1ccc2c(c1)sc1nc(-c3ccc(F)cc3)cn12	-14.4%
CC(=O)N1CCc2c(sc3c2c(=O)n(Cc2ccccc2)c(=O)n3Cc2ccccc2F)C1	-8.9%
COc1ccccc1N1CCN(c2nc3ccc(C)cc3nc2-n2nc(C)cc2C)CC1	8.6%
NS(=O)(=O)c1ccc(CNC(=O)c2cc(=O)c3ccccc3o2)cc1	-9.3%
CC(C)(C)c1nc(SCC(=O)NC2CCCC2)c2ccccc2n1	-6.6%
COc1cc(OC)c(OC)cc1CNCCSc1nnnn1-c1ccccc1	1.6%
CSc1nc2c(sc3ccccc32)c(=O)n1Cc1ccc(C)cc1	1.0%
CCOC(=O)c1nnn2c1nc(N1CCOCC1)c1ccccc12	2.5%
COc1ccc(/C=C/C(=O)Nc2ccc(Cl)cc2Cl)cc1	-3.3%
CCOC(=O)N1CCc2c(sc(NCc3ccc(OCC)cc3)c2C(=O)Nc2ccc(OC)cc2OC)C1	5.2%
Cc1cc(S(=O)(=O)NCc2ccccc2)ccc1OCC(=O)NCc1cccnc1	-0.4%
NC(=O)CSc1n[nH]c(-c2ccco2)n1	-9.6%
Cc1nc2ccc(S(=O)(=O)N(CC(=O)Nc3cccc(Cl)c3)Cc3ccccc3)cc2s1	-5.1%
C(=NN=Cc1c[nH]c2ccccc12)c1c[nH]c2ccccc12	-4.6%
Cc1c(C(=O)N2CCCCC2)c(S(=O)(=O)NCc2ccc(N(C)C)cc2)c(C)n1C	-8.0%
CCN=C1SC(CC(N)=O)C(=O)N1CC (stereo unspecified)	-2.0%

2 entries from above, field by field:
Cc1cc(C)cc(NC(=O)Cn2cc(C(=O)c3ccccc3)c(=O)c3ccc(C)nc32)c1
  aSyn tox rescue: -5.7%
CSc1nc2c(sc3ccccc32)c(=O)n1Cc1ccc(C)cc1
  aSyn tox rescue: 1.0%

Following part
SMILES	aSyn tox rescue
Cc1cc(C)c(S(=O)(=O)NCC(c2cccs2)S(=O)(=O)c2ccccc2)c(C)c1 (stereo unspecified)	-3.8%
CC(C)(C)c1ccc(-c2n[nH]c(=S)n2CC2CCCO2)cc1 (stereo unspecified)	-17.8%
Cc1ccc(Nc2c(-c3ccc(C)s3)nc3ccccn23)cc1	-15.5%
COc1ccc(OC)c(NC(=O)c2c(NCc3ccc(C)o3)sc3c2CCCCC3)c1	29.3%
Cc1nnc(N2CCN(C(=O)NC(C)C)CC2)c2nn(-c3ccccc3)c(C)c12	2.0%
Cc1nc(C(N)=O)nc2ccccc12	-1.9%
Cc1coc2cc3oc(=O)c(CCC(=O)N4CCCCC4)c(C)c3cc12	-2.2%
CCOc1ccc(OCC)c(NC(=O)c2nnn(CC(=O)Nc3cc(Cl)ccc3OC)c2N)c1	-4.6%
COc1ccc(N(Cc2cccs2)C(=O)c2ccco2)cc1	10.9%
O=C(CCN1C(=O)NC2(CCCC2)C1=O)Nc1ccc(Sc2ccc(Br)cc2)cc1	14.8%
CCN(CC(=O)Nc1ccc(OC)cc1)C(=O)CCc1nc2ccccc2c(=O)[nH]1	-4.8%
COc1ccccc1N1CCN(S(=O)(=O)c2c(C)sc3ncn(CC(=O)NCCN(C)C)c(=O)c23)CC1	9.5%&-3.7%
CC1CCN(c2ncnc3c2c(-c2ccccc2)cn3-c2ccc(Br)cc2)CC1	-1.3%
CCOc1ccc(NC(=O)c2ccc(NC(=O)c3ccccc3Br)cc2)cc1	8.4%

These rows are one share of the data; count on the stated rates, not on these rows.
